Screening results from PubChem.
RXFP1 ag – activates the human relaxin receptor RXFP1; Q9HBX9; HEK293T-RXFP1 cAMP TR-FRET, 30 min; response scale: percent of porcine relaxin response, buffer zero; Potency, µM (doses to about 57.5 µM), for inactives: at the top dose activation, most hits filed as activators; 370,000 compounds, 0.3% hits; AID 2676; further: potency means the concentration at half of the fitted maximal effect; on the % scale 0 is the no-effect control and ±100 the full control effect; nearly all actives have a fitted effect of over 60% in size; many of its hits are not listed in these tables
Target sequence (Q9HBX9 whole entry, looked up): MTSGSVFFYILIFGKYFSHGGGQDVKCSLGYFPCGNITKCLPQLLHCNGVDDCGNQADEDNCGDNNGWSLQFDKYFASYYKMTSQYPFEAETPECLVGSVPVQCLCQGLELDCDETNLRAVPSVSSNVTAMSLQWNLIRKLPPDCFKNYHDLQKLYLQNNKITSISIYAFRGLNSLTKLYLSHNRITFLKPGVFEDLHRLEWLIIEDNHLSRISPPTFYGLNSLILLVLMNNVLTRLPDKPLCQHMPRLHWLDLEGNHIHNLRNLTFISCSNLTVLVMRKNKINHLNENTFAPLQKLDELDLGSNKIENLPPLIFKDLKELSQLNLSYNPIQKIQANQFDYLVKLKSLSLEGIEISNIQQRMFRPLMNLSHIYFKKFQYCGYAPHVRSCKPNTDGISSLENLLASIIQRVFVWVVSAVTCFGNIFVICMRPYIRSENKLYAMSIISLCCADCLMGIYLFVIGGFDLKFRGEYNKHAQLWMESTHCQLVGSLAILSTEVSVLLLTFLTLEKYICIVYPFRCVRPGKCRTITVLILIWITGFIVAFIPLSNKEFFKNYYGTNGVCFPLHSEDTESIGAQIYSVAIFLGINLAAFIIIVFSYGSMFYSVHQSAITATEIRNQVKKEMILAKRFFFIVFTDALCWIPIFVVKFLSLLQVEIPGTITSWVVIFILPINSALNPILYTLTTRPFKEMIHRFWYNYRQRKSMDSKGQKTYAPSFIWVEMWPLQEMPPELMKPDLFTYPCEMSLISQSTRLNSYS
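HEK293T cells stably expressing RXFP1 were pretreated with the PDE4 inhibitor Ro 20174, exposed to compounds for 30 min at 37C, lysed, and cAMP was read by TR-FRET. Data normalized to buffer (basal) and 29 nM porcine relaxin (100%).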
D2 PAM – D2 dopamine receptor (human) potentiation | AID 485347 | 340,000 compounds, 0.34% hits | HEK293 T-REx D2, calcium flux, EC20 dopamine potentiation | P14416 | potentiation, % at 10 µM;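 active means potentiation over 3 SD above the plate norm, cut at about 30% in these data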; further: 0% is about no effect
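Primary screen. Calcium kinetics in induced HEK293 T-REx D2 cells: compound pre-addition 180 s, EC20 dopamine, 180 s more.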
Vif-A3F inh – blocks the Vif interaction with APOBEC3F | HeLa A3F-eYFP + Vif (tagged APOBEC3F with the HIV-1 protein that degrades it), YFP fluorescence increase | Potency, µM (top dose mostly 46.1 µM), for the others: top-dose activity, negative = active | 390,000 compounds, 0.2% hits | AID 602313; further: potency means the concentration at half of the fitted maximal effect; % of control where 0% means no effect; nearly all actives have a fitted effect of over 65% in size
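Fluorescence increase (Ex 488/Em 500-530) after overnight compound treatment at 37 deg C flags inhibition of Vif-driven A3F-eYFP loss in stable HeLa A3F-eYFP/Vif cells seeded overnight beforehand.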
RXFP1 antagonist – antagonists of human relaxin receptor RXFP1; 350,000 compounds, 0.59% hits; HEK293-RXFP1, relaxin-stimulated cAMP HTRF, 30 min; hits give low values; activity change, negative = inhibition, % at 57.5 µM; Q9HBX9;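 active means activity change of -60% or lower, but not beyond a set lower limit; inconclusive means change between -60% and -40%, or beyond the set limit; inactive means change above -40%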; further: on the % scale 0 is the no-effect control and ±100 the full control effect
D1 antagonist – human D1 dopamine receptor antagonism; AID 504652; HEK293 TREx D1 cells, calcium flux, dopamine EC80; hits give low values; activity change, negative = inhibition, % at 10 µM; 360,000 compounds, 3.2% hits; in the data active means activity change below about -30%; further: on the % scale 0 is the no-effect control and ±100 the full control effect
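Allosteric or orthosteric antagonism assessed as attenuation of the calcium response to EC80 dopamine, added 180 s after compound, in induced HEK293 Trex D1 cells loaded with no-wash calcium dye.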
Vif-A3G inh – Vif-A3G binding inhibition. Q9HC16. HeLa A3G-eYFP + Vif (tagged APOBEC3G with the HIV-1 protein that degrades it), YFP fluorescence, overnight. Potency, µM (titrated, usually from 46.1 µM), inactives show at the highest dose activity, negative = active, actives largely listed as inhibitors. 410,000 compounds, 0.076% hits. AID 602310;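 further: potency means the concentration at half of the fitted maximal effect; on the % scale 0 is the no-effect control and ±100 the full control effect; nearly all actives have a fitted effect of over 60% in size; hits raise eYFP signal because A3G escapes Vif-driven loss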
Target sequence (Q9HC16 whole entry, looked up): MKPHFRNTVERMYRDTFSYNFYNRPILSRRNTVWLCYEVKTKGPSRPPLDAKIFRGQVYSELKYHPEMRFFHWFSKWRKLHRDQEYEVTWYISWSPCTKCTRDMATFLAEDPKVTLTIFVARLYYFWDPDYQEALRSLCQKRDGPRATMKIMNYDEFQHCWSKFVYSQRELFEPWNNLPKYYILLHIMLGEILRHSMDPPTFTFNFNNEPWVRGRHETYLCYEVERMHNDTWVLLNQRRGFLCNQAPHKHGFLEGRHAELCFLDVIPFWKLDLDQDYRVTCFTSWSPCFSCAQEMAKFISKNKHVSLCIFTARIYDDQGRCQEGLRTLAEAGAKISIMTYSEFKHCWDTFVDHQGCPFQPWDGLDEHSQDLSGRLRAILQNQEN
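HeLa cells stably expressing Vif and C-terminally eYFP-tagged A3G, seeded overnight at 37 deg C, then exposed to compound by pintool overnight at 37 deg C. Rise in yellow fluorescence (Ex 488/Em 500-530, Acumen) marks blocked Vif-driven A3G degradation.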
Glioma ERSR ind – inducers of ER stress response in human glioma cells. U87-MG GRP78 promoter luciferase reporter, 16 h. Potency, µM, for inactives: at the highest dose activation, hits mostly activators. 420,000 compounds, 0.02% hits. AID 602332; further: potency means the concentration at half of the fitted maximal effect; series mostly up to about 76 µM; % of control where 0% means no effect; nearly all actives have a fitted effect of over 35% in size
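ERSR induction read as luciferase luminescence (Bright-Glo, 10 min at room temperature) in stably transfected human U87-MG glioma cells exposed to compounds for 16 h, using GRP78 as sensor.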
D1 potentiator – potentiators of human D1 dopamine receptor; P21728; HEK293 TREx D1 cells, calcium flux, dopamine EC20 potentiation; potentiation, % at 10 µM; 360,000 compounds, 0.036% hits; AID 504651; in the data active means potentiation above about 30%; further: 0% is about no effect
D1 agonist – agonists of human D1 dopamine receptor; P21728; HEK293 T-REx D1 cells, calcium flux, agonist mode; activation, % at 2 µM; 360,000 compounds, 1% hits; AID 504660; in the data active means activation above about 30%; further: 0% is about no effect
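Agonism was scored from calcium flux recorded over 180 s (1 read/s) after pintool compound addition, following a 10-cycle baseline. Cells were inducible force-coupled HEK293 TREx D1, plated overnight at 30 C and loaded with no-wash calcium dye.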
* hit, by the source's call; u = inconclusive; x = not tested or not shown; & = joins results of further samples. Unless noted, the call rests on the fitted dose curve; in most records, active means well fitted curve in the direction sought with a large enough effect; inconclusive means small, poorly fitted or top-dose-only effect, or another doubt; inactive means no such curve, though single readings can be large; an effect the other way counts as inactive or inconclusive. Not all compounds are listed; rates above refer to the full screens.

SMILES	RXFP1 ag	D2 PAM	Vif-A3F inh	RXFP1 antagonist	D1 antagonist	Vif-A3G inh	Glioma ERSR ind	D1 potentiator	D1 agonist
CCc1ccc(CCC(=O)Nc2ccc(OC)cc2)o1	1.1%	x	2%	1	1	0%	2%	-2	0
Nc1nonc1OCCc1ccccc1	0.6%	-15	-9%	-6	-8	-6%	6%	10	7
[N-]=[N+]=NC(c1ccccc1)c1nc2ccccc2[nH]c1=O (stereo not given)	1.4%	-3	-15%	-2	-12	-3%	6%	0	17
N#Cc1ccccc1Sc1ccccc1C(=O)OCC(N)=O	-0.8%	3	3%	-16	-5	8%	-6%	2	3
Cc1cccc(CCN(Cc2cc3cccc(C)c3[nH]c2=O)C(=O)N2CCOCC2)c1	-1.4%	0	1%	2	17	2%	-6%	-1	1
CCC12OC(=N)C(C#N)(C1C)C(C#N)(C#N)C(c1ccccc1)O2 (stereo not given)	6.3%	x	-1%	-11	13	-4%	-4%	0	1
CCN(CC)S(=O)(=O)c1ccc(NC(=O)COC(=O)c2ccc(Br)o2)cc1	0.0%	x	-10%	6	18	2%	-6%	-1	4
CCOC(=O)N1CCN(C(=O)CCS(=O)(=O)c2cc3c(cc2Cl)NC(=O)CO3)CC1	4.2%	-2	2%	-24	21	-3%	-4%	-11	4
NNC(=O)c1csc(Cc2c(Cl)sc3ccc(Cl)cc23)n1	-0.7%	0	7%	1	-8	0%	-1%	-6	10
O=C(NC(CSCc1ccccc1)C(=O)N/N=C/c1ccc(O)cc1O)c1ccc([N+](=O)[O-])cc1 (stereo not given)	0.7%	-3	-4%	-3	-13	2%	-8%	-2	2
Cc1ccn2cc(CSc3ccccc3)nc2c1	2.1%	-15	-4%	-5	x	-2%	-10%	-4	1
COCCn1c(SCC(=O)c2ccc(C)cc2C)nc2cc(C(=O)NC3CCCC3)ccc2c1=O	u	-2	-2%	x	2	1%	-2%	-3	4
N#C/C(=N/Nc1ccc([N+](=O)[O-])cc1)C(=N)N1CCCCC1	-0.6%	x	15%	2	-4	0%	-2%	-2	0
Cc1ccc(NC(=O)CC(C)S(=O)(=O)c2ccc3c(c2)NC(=O)CO3)cc1C (stereo not given)	2.0%&6.7%	-7&-6	3%&3%	-1&-6	-3&8	3%&-2%	1%&-1%	3&-2	3&1
O=c1[nH][nH]c2cc([N+](=O)[O-])ccc12	x	x	-5%	u	x	-6%	-3%	x	x
Cc1cn(C2CCCCC2)c(=O)n(-c2ccccc2)c1=O	x	x	8%	-1	x	0%	-5%	x	x
CCN(c1cccc(C)c1)c1nc2ccsc2c(=O)s1	2.9%	-7	4%	-21	8	-4%	-3%	-2	2
Cc1ccc(Cl)cc1N1C(=O)CC(Sc2ncccn2)C1=O (stereo not given)	0.1%	0	-1%	14	-9	0%	-3%	-1	5
Cc1cc(C)c2oc(C(=O)NC3CCS(=O)(=O)C3)cc(=O)c2c1 (stereo not given)	3.6%	7	2%	-18	-2	0%	-3%	1	0
O=C(Nc1ccccc1)C1CCCN1C(=O)Nc1ccccc1[N+](=O)[O-] (stereo not given)	4.5%	-3	-5%	-3	1	0%	-3%	2	1
COc1ccc(CCNS(=O)(=O)c2cc(-c3cc(C)no3)ccc2C)cc1OC	-0.1%	9	0%	-13	9	-1%	0%	-5	1
CCOC(=O)c1[nH]c(C)c(CCC(=O)N2CCN(c3ccc(OC)cc3)CC2)c1C	5.2%	-6	0%	2	-1	0%	-2%	2	1
COc1ccccc1Oc1cn[nH]c1-c1ccc(OCC(=O)NN)cc1O	-0.7%	3	4%	-1	8	0%	-6%	-8	3
COc1ccc(-c2ccc(NC(=O)c3ccco3)cc2)nn1	-0.7%	14	9%	14	-17	-1%	-13%	-5	3
O=C(O)c1cccc(COc2ccc(CO)cc2Cl)c1	0.6%	2	-6%	-18	5	2%	-13%	-3	2

An excerpt of these results, comma-delimited.
canonical_smiles,RXFP1 ag,D2 PAM,Vif-A3F inh,RXFP1 antagonist,D1 antagonist,Vif-A3G inh,Glioma ERSR ind,D1 potentiator,D1 agonist
COc1ccc(CCNS(=O)(=O)c2cc(-c3cc(C)no3)ccc2C)cc1OC,-0.1%,9,0%,-13,9,-1%,0%,-5,1
CCOC(=O)N1CCN(C(=O)CCS(=O)(=O)c2cc3c(cc2Cl)NC(=O)CO3)CC1,4.2%,-2,2%,-24,21,-3%,-4%,-11,4
Nc1nonc1OCCc1ccccc1,0.6%,-15,-9%,-6,-8,-6%,6%,10,7
Cc1cccc(CCN(Cc2cc3cccc(C)c3[nH]c2=O)C(=O)N2CCOCC2)c1,-1.4%,0,1%,2,17,2%,-6%,-1,1

Following part
SMILES	RXFP1 ag	D2 PAM	Vif-A3F inh	RXFP1 antagonist	D1 antagonist	Vif-A3G inh	Glioma ERSR ind	D1 potentiator	D1 agonist
CCN(c1cc(C)cc(C)c1)S(=O)(=O)c1nnc(NC(=O)c2cccs2)s1	1.2%	-6	-1%	-14	-3	-2%	-4%	2	8
COC(=O)c1ccccc1NC(=O)Cn1ccnc1	-0.6%	x	-3%	7	-8	-3%	-3%	3	5
CCc1sc(C(=O)NCc2ccco2)cc1Br	3.2%	-3	-12%	0	13	-10%	-3%	2	2
COc1cc2c(cc1O)CCN(C(=O)c1ccco1)C2C (stereo not given)	1.8%	10	-2%	-5	-14	0%	-2%	10	-1
Cc1c(C(=O)N(Cc2cccc(F)c2)C2CCS(=O)(=O)C2)oc2cc(Br)ccc12 (stereo not given)	12%	-2	11%	-36	0	3%	0%	1	2
CCc1cc(C(=O)N2CCCC(CNC(=O)c3ccc(-c4ccccc4)cc3)C2)no1 (stereo not given)	-2.1%	4	-3%	6	9	1%	2%	8	0
CC(Sc1nnc(N)s1)C(=O)Nc1ccc2c(c1)OCO2 (stereo not given)	-0.2%	5	-1%	-9	-3	2%	3%	-4	0
CCOCCCn1c(SCC(=O)Nc2ccccc2)nc2ccccc2c1=O	0.6%	14	-7%	-2	6	0%	-4%	-3	4
COc1cc(C(=S)N2CCOCC2)ccc1OC(=O)c1ccccc1	1.4%	2	0%	-1	13	4%	-1%	-2	4
O=C(CN1C(=O)c2cccc([N+](=O)[O-])c2C1=O)OCC(=O)N1CCCCC1	-1.8%	6	-18%	u	18	0%	2%	-1	2
CCOC(=O)c1c(/N=C/C2C(=O)CC(C)(C)CC2=O)sc(C)c1C	3.8%	2	-1%	x	4	-1%	-4%	0	1
Cc1ccc(NC(=O)c2cc(S(=O)(=O)N3CCc4ccccc43)cn2C)cc1	0.2%	1	-2%	-17	-5	0%	-1%	-4	1
COc1ccc(NC(=O)Cn2nnc3ccccc32)c([N+](=O)[O-])c1	0.3%	3	0%	-5	25	-1%	-4%	-5	11
CCOC(=O)[C@H]1[C@H]2COc3ccc(C)cc3[C@@H]2N2C(=O)c3ccccc3NC(=O)[C@@]12C	-0.3%	-13	-8%	x	-1	-5%	-2%	2	3
CN(C(=O)/C=C/c1ccccc1)C1CCCCC1	x	x	5%	-12	x	-7%	-7%	x	x
CCN(CC)c1ccc(C(=O)NCc2ccc3c(c2)CCN3C(=O)c2ccc(F)cc2)cc1	0.0%	11	0%	-9	-5	u	-3%	0	5
CC1CCN(CC(=O)NC(=O)NCc2ccccc2)CC1	0.4%	-15	9%	x	-9	-1%	0%	-3	2
COc1ccc(/C=C/C(=O)c2cc(F)ccc2OC(=O)c2ccccc2C)cc1OC	5.4%	11	-19%	12	-3	u	0%	-4	6
O=C(CSc1ccc(-c2cccs2)nn1)Nc1ccccc1F	11%	13	6%	-12	-4	-6%	2%	-2	2
CCOc1ccccc1N(CC(=O)NCC1CCCO1)C(=O)CNS(=O)(=O)c1ccccc1 (stereo not given)	-2.7%	-5	1%	-10	-18	-1%	-1%	-4	1
Cc1cc(C)c(NC(=O)C2=COCCO2)c(C)c1	-0.3%	-1	-9%	-3	-33*	1%	-1%	-7	0
Cc1cccc(N2CCN(c3cc(C)nc4nnnn34)CC2C)c1 (stereo not given)	-1.2%	-2	-10%	4	-10	0%	-5%	-6	1
COc1cc(NC(=O)CN2C(=O)NC(C)(c3ccc(OC(F)F)cc3)C2=O)cc(OC)c1OC (stereo not given)	-0.3%	x	-11%	5	6	-4%	3%	3	2
Cc1ccc(-c2nc3scc(CCNS(=O)(=O)c4ccc(C)c(C)c4)n3n2)cc1	0.8%	-5	-18%	-36	x	0%	-1%	-1	6
CCN(CC)S(=O)(=O)c1ccc(C(=O)OCCN2C(=O)c3cccc4c(N5CCOCC5)ccc(c34)C2=O)cc1	4.1%	5	-3%	3	-23	1%	-2%	-7	15
SMILES	RXFP1 ag	D2 PAM	Vif-A3F inh	RXFP1 antagonist	D1 antagonist	Vif-A3G inh	Glioma ERSR ind	D1 potentiator	D1 agonist
CC(C)c1ccc(O)c(NC(=O)c2cncc(Br)c2)c1	-1.2%	-2	-3%	-6	-4	2%	1%	0	0
COc1ccc(-c2[nH]ncc2CN2CCCN(C(=O)c3ccco3)CC2)cc1F	2.1%	-18	0%	-2	12	-2%	-6%	-4	2
COc1ccc(-c2noc(CN(C(=O)c3ccc(OC(C)=O)cc3)C(C)C)n2)cc1OC	3.8%	-3	2%	-14	-12	-2%	-2%	0	2
CC(C(=O)N1CCN(C=O)CC1)N1C(=O)c2ccccc2C1=O (stereo not given)	0.5%	-2	2%	8	-1	1%	-5%	-2	1
COc1ccc(-c2cc3ccc(O)c(CN4CCOCC4)c3oc2=O)cc1	u	-8	1%	6	-8	9%	3%	-3	0
Cc1ccc(C(c2cccc(Br)c2)c2c(C)[nH]c3ccccc23)s1 (stereo not given)	0.9%	-18	-16%	-28	-9	-9%	7%	-4	1
Cc1csc(NC(=S)Nc2cccc(Cl)c2)n1	0.8%	11	7%	-4	-8	-16%	4%	-3	2
Cc1ccc(NC(=O)c2cc(S(=O)(=O)N3CCc4ccccc43)cn2C)c(Cl)c1	1.5%	15	-18%	1	9	9%	-3%	-3	3
Cc1ccc(C)c(N(C)C(=O)c2cn(C)c(=O)c3ccccc23)c1	-1.8%	-27	-6%	-17	11	0%	7%	0	0
CCCCCCNC(=O)c1cn(CC)c2cc(N3CCN(C)CC3)c(F)cc2c1=O	3.3%	3	6%	-9	-50*	0%	3%	-13	87*
COc1ccc(CCNC(=O)CSc2nnnn2-c2cccc(C(C)=O)c2)cc1OC	-1.1%	1	x	-8	5	x	x	-5	0
